yeast sgs1 mgt1 = NCI yeast anticancer drug screen, S. cerevisiae sgs1 mgt1 strain; % growth inhibition at 50 µM; 10% of 78,000 active; AID 161;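 note: 0% = growth of vehicle-only cultures of the same strain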
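Genetically altered yeast, compound exposure, growth inhibition relative to vehicle.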
yeast cln2 rad14 = NCI yeast anticancer drug screen, S. cerevisiae cln2 rad14 strain; % growth inhibition at 50 µM; 8.3% of 78,000 active;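 note: 0% = growth of vehicle-only cultures of the same strain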
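Each compound was tested on cln2 rad14 yeast. Inhibition of growth was calculated against vehicle-exposed controls.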
rad50 = NCI yeast anticancer drug screen, S. cerevisiae rad50 strain. growth inhibition, % at 50 µM. 10% of 79,000 active. AID 155;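 note: 0% = growth of vehicle-only cultures of the same strain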
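DNA repair mutant yeast, compound exposure, growth read-out; inhibition is taken relative to vehicle.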
bub3 = NCI yeast anticancer drug screen, S. cerevisiae bub3 mutant strain; growth inhibition, % at 50 µM; 9.9% of 78,000 active; AID 167;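 note: 0% = growth of vehicle-only cultures of the same strain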
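Growth of a checkpoint-deficient yeast mutant is measured after compound exposure. Values represent inhibition relative to vehicle.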
yeast mec2-1 = NCI yeast anticancer drug screen, S. cerevisiae mec2-1 strain | AID 157 | 9% of 79,000 active | % growth inhibition at 50 µM;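 note: 0% = growth of vehicle-only cultures of the same strain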
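Readout is yeast growth inhibition, normalised to vehicle-treated controls, in the mec2-1 strain exposed to compound.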
yeast mlh1 rad18 = NCI yeast anticancer drug screen, S. cerevisiae mlh1 rad18 strain; % growth inhibition at 50 µM; 11% of 79,000 active; AID 175;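 note: 0% = growth of vehicle-only cultures of the same strain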
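In this whole-cell yeast screen, a strain with altered DNA damage repair is challenged with compound, and its growth is measured against matched vehicle-treated controls.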
* = called active by the depositor; . = not tested or not shown; & = joins results of further samples; ! = not active in a repeat. Cut-off read from the data, not from the text of the source: active = growth inhibition above about 70%; inactive = the rest.

SMILES | yeast sgs1 mgt1 | yeast cln2 rad14 | rad50 | bub3 | yeast mec2-1 | yeast mlh1 rad18
O=S1(=O)C2CCCCCC2(N2CCOCC2)C1C1CCCCC1 (stereo not given) | 0 | 25 | 17 | 6 | 22 | 15
O=C(NC(Cc1ccccc1)C(=O)O)c1ccccc1 (stereo not given) | 24 | -2 | 4 | 7 | 5 | 2
COC(=O)CN1C(=O)c2cccc3cc(N)cc(c23)C1=O | -12 | 15 | 5 | 9 | 14 | 15
CC1=Nc2ccccc2N2C1=CC1=C(C(=O)c3cc4ccccc4cc3C1=O)C2C (stereo not given) | 6 | 24 | 16 | -5 | 7 | 24
CNC(=S)c1ccc(C(=O)N(C(C)C)C(C)C)nc1C(=O)N(C(C)C)C(C)C | -25 | 0 | 4 | -2 | -5 | -8
CCSSc1ccccc1C(=O)NC(CC)CO (stereo not given) | 94* | 19 | 74* | 66 | 21 | 66
CC(=O)NC1=C(Sc2ccc([N+](=O)[O-])cc2)C(=O)c2ccccc2C1=O | 22 | -18 | 61 | 62 | 11 | 51
COc1ccc(/C(=N/NC(=O)NN)C(c2ccc(OC)cc2)C2(O)CNc3c(Cl)cc(Cl)cc32)cc1 (stereo not given) | -9 | -16 | 2 | 16 | 14 | 13
O=NNc1ccc(Sc2ccc(NN=O)cn2)nc1 | -22 | 4 | 13 | 20 | -9 | 8
CNc1ccc([N+](=O)[O-])cc1 | -5 | 23 | 43 | 31 | 13 | 10
O=c1oc2ccc(Cl)cc2c(OCCO)c1Cl | -4 | 0 | -5 | -6 | 5 | -1
CS(=O)c1ccc(/C=C2/C=Cc3ccccc32)cc1 (stereo not given) | 30 | 22 | 33 | 49 | 27 | 36
CCOC(=O)c1ccc(NC(=O)CCl)cc1 | 68 | 29 | 52 | 40 | 39 | 64
CCOC(=O)c1c(N)[nH]c(SSc2[nH]c(N)c(C(=O)OCC)c2C(=O)OCC)c1C(=O)OCC | 30 | 14 | 26 | 18 | 4 | 20
Cc1cc(N(CCCOS(C)(=O)=O)CCCOS(C)(=O)=O)ccc1C=Nc1ccc2ccccc2c1 | 24 | 6 | 46 | 54 | 18 | 30
Nc1ncnc2c1ccn2CC(O)CO (stereo not given) | -4 | -53 | -12 | 1 | -6 | -3
COc1ccc(CC(=O)c2cc(OC)c(OC)cc2C)cc1OC | -15 | -1 | -37 | -9 | -4 | -26
O=c1nc(N2CCCCCCC2)ccn1C1OC(CO)C(O)C1O (stereo not given) | 9 | 7 | 5 | 7 | 15 | 8
C#[N+]CCOP(=O)(OCC1OC(n2cc(C)c(=O)[nH]c2=O)CC1N=[N+]=[N-])O[C@H]1CC[C@@]2(C)C(=CC[C@H]3[C@@H]4CC[C@H](C(C)CCCC(C)C)[C@@]4(C)CC[C@@H]32)C1 (stereo not given in full) | -25 | 3 | -19 | 0 | -30 | -17
O=C1CSC(c2cccc(F)c2)N1c1nncs1 (stereo not given) | 1 | 0 | -11 | 8 | -12 | 0
CCNC(=O)CC(CC)CC1CCCCC1 (stereo not given) | 14 | -13 | -10 | 9 | -15 | -9
CC1(C)OC(C(CCl)OS(C)(=O)=O)C(C(CCl)OS(C)(=O)=O)O1 (stereo not given) | -6 | 25 | 4 | -4 | -6 | 7
COc1cc(OC)c2nc(C)c3c(c2c1)SCC3 | 5 | 7 | 0 | 29 | -23 | 20
Cc1cc(C)c(Cc2c(C)cc(C)cc2C)c(C)c1 | 7 | -3 | 15 | 24 | -26 | 14
CC(C)C1OCCCC1CO (stereo not given) | -6 | -31 | 0 | 10 | -11 | 2
Next section.
SMILES | yeast sgs1 mgt1 | yeast cln2 rad14 | rad50 | bub3 | yeast mec2-1 | yeast mlh1 rad18
O=S1(=O)CCC(N(N=C2CCCCC2)c2ccccc2)C1 (stereo not given) | 98* | 97* | 97* | 98* | 98* | 98*
N#CCc1nc2ccccc2[nH]1 | -9 | 3 | 8 | 6 | -7 | 3
Clc1ccc2c(NC3CCC(N4CCCCC4)CC3)ccnc2c1 (stereo not given) | -24 | 27 | -13 | -79 | -26 | -16
CN=C(NO)c1ccccc1 | 1 | -25 | -15 | -18 | 9 | -2
Nc1ccccc1SC(/C=C/NNC1=NC(c2ccccc2)C(c2ccccc2)=NN1)c1ccccc1 (stereo not given) | 92* | 92* | 93* | 93* | 93* | 92*
O=NN(CCCl)C(=O)NC1CCC(C(=O)O)CC1 (stereo not given) | -7 | -8 | 30 | -1 | -2 | 2
CCOC(=O)OC1CC2CC(OC(=O)OCC)c3cccc(Br)c3C2c2ccccc21 (stereo not given) | 19 | 0 | 25 | -5 | 13 | 34
O=C(CC(O)(C(F)(F)F)C(F)(F)F)c1ccc(Br)cc1 | 5 | -8 | 4 | 14 | 20 | 49
CCOC(=O)C1=CNC(C(=O)OCC)C1c1cccn1-c1ccccc1 (stereo not given) | 7 | -6 | -3 | 9 | 10 | 61
COc1cc(NCCCCCCCNC(C)C)c2nccc(C)c2c1 | -6 | 7 | 27 | -3 | 14 | -33
COC(=O)Cc1[nH]ncc1C(=O)OC | 15 | -28 | 19 | 18 | 26 | 8
CC(=O)c1cc(C)ccc1Br | -16 | 0 | 7 | -8 | 7 | 7
O=C(C(=Cc1ccccc1)C(=O)c1ccccc1)c1ccccc1 | 90*! | 84*! | 87*! | 88*! | 91*! | 88*!
CC(=O)OC1C(C)OC(n2cnc3c(=S)nc[nH]c32)C1OC(C)=O (stereo not given) | -3 | -7 | 7 | 0 | -11 | -3
N#CCCCCN1CCCC1 | 3 | 13 | 32 | 10 | -9 | 9
CSc1cc2c(cc1N)Cc1cc(F)ccc1-2 | 99* | 97* | 98* | 98* | 98* | 98*
CC1(C)CC(=O)C2=C(C1)C(c1ccccc1Cl)C1C(=O)CC(C)(C)CC1(O)O2 (stereo not given) | -8 | 4 | 12 | 4 | 8 | 8
CCCCC(CC)(CO)CO | 5 | 1 | 11 | -5 | 4 | 17
C/C=C/C(=O)OC1CCCCC1C1CCCCC1 (stereo not given) | 7 | 11 | 20 | 11 | 20 | 5
O=C(NCc1ccccc1)c1cccnc1 | -6 | -2 | -14 | -35 | -37 | -5
CCC(=O)CC(C)=O | 19 | -3 | 13 | 14 | -36 | 11
CC(=O)OCC1OC(n2nc(C#N)c(C#N)n2)C(OC(C)=O)C1OC(C)=O (stereo not given) | 3 | 8 | 38 | -6 | -3 | 1
Nc1nc(Cl)cc(NCCCCO)n1 | 17 | 9 | 17 | 0 | 7 | 6
C[C@@H]1OC(=O)N2CCCC(=C3SCCCS3)C12 (stereo not given in full) | -3 | -25 | 1 | 3 | 0 | -12
COc1ccccc1OCC(O)CNc1ccc(Cl)cc1C(=O)c1ccccc1 (stereo not given) | -9 | -12 | 3 | -3 | 22 | -19

Random excerpt: two records from the list, in no set order.
SMILES | yeast sgs1 mgt1 | yeast cln2 rad14 | rad50 | bub3 | yeast mec2-1 | yeast mlh1 rad18
O=C(CC(O)(C(F)(F)F)C(F)(F)F)c1ccc(Br)cc1 | 5 | -8 | 4 | 14 | 20 | 49
CCCCC(CC)(CO)CO | 5 | 1 | 11 | -5 | 4 | 17

Next section.
SMILES | yeast sgs1 mgt1 | yeast cln2 rad14 | rad50 | bub3 | yeast mec2-1 | yeast mlh1 rad18
O=C(O)c1ccc2ccccc2n1 | -3 | -29 | 11 | -1 | -13 | -33
CSc1nc2nn(Cc3ccccc3)cc2c(=O)[nH]1 | 2 | -23 | -8 | -10 | -5 | 12
COC(=O)C(Cc1[nH]c(N=Nc2ccc(Br)cc2)nc1N=Nc1ccc(Br)cc1)NC(C)=O (stereo not given) | 27 | -11 | 43 | -4 | -1 | -5
COc1ccc(C(O)(c2ccccc2)c2nccc3ccccc23)cc1 (stereo not given) | 30 | 1 | 7 | 10 | 4 | -9
CC(=O)OCCc1cccc(C)c1 | -5 | -30 | 4 | -11 | -18 | 7
Fc1ccc2nncc(/C=C/c3cccnc3)c2c1 | 11 | -4 | 33 | 16 | 5 | 18
COc1ccc2ccc3c(c2c1)CCC(C)(C(=O)O)C3CC(=O)O (stereo not given) | 3&19 | -34&6 | -3&1 | 1&-1 | 2&4 | -2&22
CC1=CCC2C3(C)CCC2(C(C)C)C1C3 (stereo not given) (tested in a mixture with another compound) | 22 | 26 | 26 | 23 | 27 | -36
CCOC(=O)C(Cl)(NC(=O)OCc1ccccc1)C(F)(F)F (stereo not given) | 7 | 22 | -22 | 7 | 0 | -56
CC12CCC(=O)N1[C@@H](c1ccccc1)[C@@H](c1ccccc1)O2 (stereo not given in full) | -1 | 15 | 26 | 4 | -13 | 6
CCc1ccc(OC(=O)CCl)cc1 | -22 | -29 | -19 | -3 | 10 | -42
COc1nc(N)c(NC2OCC(O)C(O)C2O)c(=O)n1C (stereo not given) | . | . | -30&-28&-33&-40&-47 | . | . | .
CCCCCCNC(CC(N)=O)C(=O)O (stereo not given) | 11 | 2 | -13 | -13 | 4 | -26
CS(=O)(=O)c1nc(Cl)c(Cl)c(C#N)c1Cl | 99* | 85* | 98* | 99* | 99* | 99*
Oc1ccc(Br)cc1C1Nc2ccccc2S1 (stereo not given) | 0 | -28 | 1 | 5 | 6 | -2
COc1ccc(/C=C2\N=C(c3cc(OC)c(OC)c(OC)c3)OC2=O)cc1 | 19 | 25 | 20 | 22 | 13 | 8
CCN(CC)CCOC(=O)c1noc2cc([N+](=O)[O-])ccc12 | -1 | -24 | 1 | 5 | 13 | 10
Cc1cc(N)ccc1-c1cc(C)c(N)c(C)c1C | -8 | 13 | -39 | -19 | -22 | -15
ClC(Cl)=C(Cl)C1(Cl)CC1COCc1ccccc1 (stereo not given) | -4 | 18 | 46 | -8 | -10 | -3
CCCCCN1C(=O)CCC1=O | -9 | -24 | 8 | 8 | -11 | -17
CC(C)CNCc1cc([N+](=O)[O-])ccc1O | 15 | -21 | 2 | -16 | 8 | 22
O=C(NCc1ccccc1)c1ccccc1NS(=O)(=O)c1ccc(Cl)c(Cl)c1 | 9 | 6 | 5 | 0 | -4 | 17
CCOC(=O)C(CCCCn1cnc2ncnc(Cl)c21)(NC(C)=O)C(=O)OCC | -5 | 4 | 33 | -4 | 2 | 3
C=C1CC2(C)CCC(OC(=O)C3(C)OC3C)C(C)(OC(C)=O)C2CC1=C(C)C (stereo not given) | 8 | 16 | 8 | -5 | -37 | -55
Cc1nc(C)c(N2CCN(CN)CC2)c(=O)[nH]1 | -48 | 31 | -45 | 14 | -33 | -72

One compound at a time, from the list above. Values in the order: yeast sgs1 mgt1, yeast cln2 rad14, rad50, bub3, yeast mec2-1, yeast mlh1 rad18
Results for `CC1=CCC2C3(C)CCC2(C(C)C)C1C3` (stereo not given) (tested in a mixture with another compound) = 22, 26, 26, 23, 27, -36
Results for `CC(=O)OCCc1cccc(C)c1` = -5, -30, 4, -11, -18, 7
Results for `COc1ccc(C(O)(c2ccccc2)c2nccc3ccccc23)cc1` (stereo not given) = 30, 1, 7, 10, 4, -9
Results for `CSc1nc2nn(Cc3ccccc3)cc2c(=O)[nH]1` = 2, -23, -8, -10, -5, 12
Results for `COc1nc(N)c(NC2OCC(O)C(O)C2O)c(=O)n1C` (stereo not given) = ., ., -30&-28&-33&-40&-47, ., ., .

Next results:
SMILES | yeast sgs1 mgt1 | yeast cln2 rad14 | rad50 | bub3 | yeast mec2-1 | yeast mlh1 rad18
Cc1cc2c(C)nn(Cc3ccccc3)c2c(C(N)=O)c1C | -10 | 36 | 10 | -3 | -7 | 51
O=C(Cc1c(C(=O)Nc2ccccc2)sc(C(=O)Nc2ccccc2)c1CC(=O)Nc1ccccc1)Nc1ccccc1 | -14 | -3 | -5 | -52 | -2 | -7
CCOC(=O)Cc1ccc(-c2cn3c(n2)sc2ccccc23)cc1 | -16 | -5 | -9 | 4 | -6 | 10
NC(CSCCB(O)O)C(=O)O (stereo not given) | -6 | -15 | -12 | -5 | -15 | -20
CCCCC(CC)C(=O)NCC(C)O (stereo not given) | 0 | 6 | 26 | -9 | 8 | -16
CNC(=O)N(C)N=NCCCl | 10 | -24 | 23 | 13 | 8 | 6
CN(C)S(=O)(=O)N1CCN(S(=O)(=O)N(C)C)CC1 | 10 | -6 | -8 | -10 | 2 | 41
Cc1c(O)c2ccc3ccccc3c2oc1=O | -7 | -37 | 5 | -47 | 6 | -6
Nc1nc(N)c(SC(F)(F)F)c(Cl)n1 | 3 | -3 | 46 | 7 | 13 | -9
COc1cc2c(cc1C/C=C/c1ccccc1)OCO2 | -1 | -10 | -11 | 17 | -16 | -6
CCOC(=O)NC(NC(=O)OCC)c1cccc([N+](=O)[O-])c1 | -11 | 11 | -1 | -7 | 10 | -4

Two compounds from above, showing only yeast mlh1 rad18.
compound	yeast mlh1 rad18
CCCCC(CC)C(=O)NCC(C)O (stereo not given)	-16
COc1cc2c(cc1C/C=C/c1ccccc1)OCO2	-6

Individual results from the entries so far:
CCOC(=O)NC(NC(=O)OCC)c1cccc([N+](=O)[O-])c1 – yeast cln2 rad14 = 11
Nc1nc(N)c(SC(F)(F)F)c(Cl)n1 – yeast cln2 rad14 = -3
